Assay outcomes: PubChem, several laboratories
hcDAF12 agonist: H. contortus DAF-12 nuclear receptor activators, primary screen, cell-based, luminescence, HEK293, lit1-tk-luc reporter; HEK293 hcDAF-12 lit1-tk-luc reporter; 0% DMSO, 100% Δ7-dafachronic acid; 370,000 tested, 1.4% active; activation, % at 6.8 µM;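 active = activation above the mean of all tested compounds plus 3 SD, cut at about 5.5% in these data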;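 also: 100% = response to 3 µM Δ7-dafachronic acid high control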
GC-A act: GC-A stimulated cGMP production enhancers – HEK293 GC-A cells, cGMP TR-FRET, EC30 ANP, primary screen; activation, % at 10 µM; 370,000 tested, 0.14% active; 0% at EC30 ANP, 100% saturating ANP; in the data active = activation above about 40%
NPR2 activator: human GC-B receptor activators, primary screen, HEK293 GC-B cells, cGMP TR-FRET, EC30 CNP; Atrial natriuretic peptide receptor 2 (Homo sapiens), P20594; 0% at EC30 CNP, 100% saturating CNP; activation, % at 10 µM; 370,000 tested, 0.11% active;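 active = activation at 10 µM reaching about 35% in either raw or pattern-adjusted values, limit read from the data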
Target sequence (P20594 whole entry, looked up): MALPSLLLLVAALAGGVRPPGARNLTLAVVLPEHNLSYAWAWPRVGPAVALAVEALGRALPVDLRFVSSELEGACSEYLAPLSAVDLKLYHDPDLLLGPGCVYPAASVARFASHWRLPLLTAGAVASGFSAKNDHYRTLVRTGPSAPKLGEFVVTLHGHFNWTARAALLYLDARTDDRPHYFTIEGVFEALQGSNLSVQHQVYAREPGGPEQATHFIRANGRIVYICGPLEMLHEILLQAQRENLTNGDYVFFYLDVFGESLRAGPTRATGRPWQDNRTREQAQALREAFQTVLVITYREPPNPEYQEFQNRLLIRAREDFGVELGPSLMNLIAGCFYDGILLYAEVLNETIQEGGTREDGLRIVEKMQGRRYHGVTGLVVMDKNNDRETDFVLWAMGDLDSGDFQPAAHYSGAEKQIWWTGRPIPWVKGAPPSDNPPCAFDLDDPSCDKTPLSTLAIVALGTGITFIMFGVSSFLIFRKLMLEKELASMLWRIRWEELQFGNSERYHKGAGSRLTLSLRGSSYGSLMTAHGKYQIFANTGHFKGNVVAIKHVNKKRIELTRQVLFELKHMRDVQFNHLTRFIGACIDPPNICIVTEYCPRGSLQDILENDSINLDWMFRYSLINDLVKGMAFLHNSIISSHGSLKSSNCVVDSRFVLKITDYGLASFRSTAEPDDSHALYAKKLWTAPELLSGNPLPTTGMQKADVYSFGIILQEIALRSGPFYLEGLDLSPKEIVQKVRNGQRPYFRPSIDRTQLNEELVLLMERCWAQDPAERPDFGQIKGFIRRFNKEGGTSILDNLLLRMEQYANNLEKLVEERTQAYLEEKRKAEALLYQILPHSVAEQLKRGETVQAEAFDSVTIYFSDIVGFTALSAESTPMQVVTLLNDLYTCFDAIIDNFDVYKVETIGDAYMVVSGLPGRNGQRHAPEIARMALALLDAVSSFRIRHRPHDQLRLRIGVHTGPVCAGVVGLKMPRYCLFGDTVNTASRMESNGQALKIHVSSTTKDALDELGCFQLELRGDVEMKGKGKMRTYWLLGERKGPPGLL
hgDAF-12 ag: H. glycines DAF-12 receptor agonists, primary screen, cell-based, luminescence, HEK293, GAL4 fusion, UAS-luciferase; AID 687014, 2013; 370,000 tested, 1.8% active; HEK293 GAL4-hgDAF12 UAS-luciferase reporter, agonist luminescence; normalized to butyrate control; Nuclear hormone receptor DAF-12 (Heterodera glycines), GAL4 fusion; activation, % at 6.8 µM;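 active = activation above a cutoff set at the mean of all screened compounds plus 3 SD, cut at about 10% in these data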;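 also: 0% = DMSO wells and 100% = sodium butyrate wells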
SMARCA2 act: SMARCA2 (BRM) function activators, primary screen, cell-based, luminescence, high throughput; AID 652017, 2013; activation, % at 9.1 µM; MG213 cells, MMTV-luciferase reporter, dexamethasone, overnight; 370,000 tested, 1% active; in the data active = activation above about 7.8%;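 also: 0% = vehicle wells and 100% = reference activator wells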
sPLA2-III inh: human group III sPLA2 inhibitors, primary screen, biochemical, QFRET, BODIPY PC-A2 liposome substrate; Group 3 secretory phospholipase A2 (Homo sapiens), Q9NZ20; QFRET BODIPY PC-A2 liposome hydrolysis, fluorescence; inhibition, % at 12.2 µM; 370,000 tested, 0.56% active; AID 743126, 2013;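 active = inhibition above mean plus 3 SD of compounds lying within the high and low control bounds, cut at about 19% in these data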;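 also: 0% = median of test compound wells and 100% = no enzyme DMSO wells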
DAX1 inh-1: DAX1 (NR0B1) inhibitors, primary screen, cell-based, HEK293, Gal4-DAX1, luciferase luminescence. Nuclear receptor subfamily 0 group B member 1 (Homo sapiens), P51843. HEK293 Gal4-DAX1 luciferase reporter. inhibition, % at 6.75 µM. 340,000 tested, 0.99% active. AID 504766, 2011;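 active = inhibition above the mean over all tested compounds plus 3 SD, cut at about 4.2% in these data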;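 also: 0% = DAX1-transfected cells with DMSO and 100% = empty-vector control cells with DMSO; inhibition shows as a rise in luminescence from relieved DAX1 repression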
DAX1 inh-2: DAX1 (NR0B1) inhibitors on StAR promoter, primary screen, cell-based, luminescence, SF-1 (NR5A1), full-length DAX-1; HEK293T StAR-luciferase reporter, SF-1/DAX-1 repression relief; inhibition, % at 6.8 µM; 370,000 tested, 1.1% active; AID 652010, 2013;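 active = inhibition above the mean over all tested compounds plus 3 SD, cut at about 3.6% in these data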;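 also: 0% = DAX-1 cells with DMSO and 100% = cells lacking DAX-1 with DMSO; higher inhibition means more luminescence from relief of DAX-1 repression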
FXN GAA850 act: FXN promoter activators, primary screen, cell-based, luciferase luminescence, HEK293 lucGAA850; 360,000 tested, 0.56% active; activation, % at 6 µM; AID 540364, 2011; HEK293 lucGAA850 FXN promoter luciferase reporter, 24 h; percent of 10 µM SAHA response;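 active = activation above the average of all compounds screened plus 3 SD, cutoff fixed separately per campaign, cut at about 7.5% in these data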;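 also: 0% = DMSO wells and 100% = 10 µM SAHA wells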
proKLK7 act: proKLK7 zymogen activators, primary screen, biochemical, fluorescence intensity; Kallikrein-7 (Homo sapiens), P49862; purified proKLK7, EDANS-DABCYL substrate fluorescence; 100% is mature enzyme control, 0% vehicle; 370,000 tested, 0.9% active; activation, % at 7 µM;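 active = activation above the mean of all tested compounds plus 3 SD, computed per campaign excluding outliers beyond control limits, cut at about 13% in these data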
ssDAF-12 act: S. stercoralis DAF-12 nuclear receptor activators, primary screen, cell-based, luminescence, HEK293, GRIP1 co-expression, lit1-tk-luc; HEK293 ssDAF-12/GRIP1 lit1-tk-luc reporter; % of 3 µM dafachronic acid response; activation, % at 6.8 µM; 370,000 tested, 1% active; Nuclear hormone receptor DAF-12 (Strongyloides stercoralis); AID 652126, 2013;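 active = activation above the mean over all tested compounds plus 3 SD, cut at about 0.9% in these data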;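 also: 0% = DMSO-only wells and 100% = 3 µM delta7-dafachronic acid wells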
Active calls of the source: *; / = no result given.

SMILES	hcDAF12 agonist	GC-A act	NPR2 activator	hgDAF-12 ag	SMARCA2 act	sPLA2-III inh	DAX1 inh-1	DAX1 inh-2	FXN GAA850 act	proKLK7 act	ssDAF-12 act
CCOc1cc(C(=O)NC2CCCCCCC2)cc(OCC)c1OCC	-0.9	-1.0	-0.3	-0.4	2.5	5.1	-0.1	0.3	-0.9	0.8	-1.2
COC(=O)c1ccc(CSc2nnc(NC(=O)C3CCCO3)s2)cc1 (stereo not given)	0.3	-3.5	-3.4	0.0	2.1	-6.0	1.2	-0.1	1.6	-0.2	-1.4
O=C(NN=C1C2CC3CC1CC(Cl)(C3)C2)c1cccs1	6.3*	1.2	0.5	27.3*	7.5	-3.3	5.0*	4.0*	6.1	0.3	0.3
Cc1ccc(C(=O)C2=C(O)C(=O)N(CCCN3CCOCC3)C23C(=O)N(C)c2ccccc23)o1 (stereo not given)	1.1	4.0	8.0	0.2	0.1	6.3	0.9	0.5	0.4	1.1	-1.3
Cn1c(Cl)c(/C=N/OC(=O)c2ccc(Cl)cc2)c2ccccc21	-0.7	2.5	-6.4	-1.6	-1.2	-1.8	1.1	-0.3	1.6	-0.4	-0.4
N#Cc1c(-c2ccccc2Cl)cc(C2CC2)nc1N	-2.1	1.2	-1.7	-2.9	-1.1	-1.9	0.3	0.8	1.9	-1.2	-0.5
O=C(CCN1C(=O)c2cccc3cccc(c23)C1=O)NCC1CCCO1 (stereo not given)	-2.3	-1.8	0.2	2.2	0.2	3.1	0.4	-0.3	0.9	-0.9	-1.1
CCN(CC)c1ccc(N/C(N)=N/c2nc(C(F)(F)F)cc(=O)[nH]2)cc1	-1.8	-4.8	2.9	-4.1	-0.3	5.9	-0.3	-0.3	-1.2	-0.2	-1.1
COCOc1ccc(C=O)c(O)c1	-0.6	4.3	0.0	3.2	-0.6	0.1	1.2	-0.4	1.6	-4.7	-1.9
O=C(CCCCn1c(=S)[nH]c2ccsc2c1=O)NCc1ccc2c(c1)OCO2	0.9	-2.6	-2.4	-3.1	3.9	6.5	-1.6	-0.1	0.7	-0.2	-2.0
COc1ccc(C2Nc3ccc4ccccc4c3-c3c2c(=O)oc2ccccc32)cc1 (stereo not given)	3.6	-8.3	-5.9	0.7	-2.7	-14.1	0.3	0.1	1.9	-2.2	1.4*
CC(=O)c1ccc(-c2ccc(C(=O)N3CCC(C(N)=O)CC3)o2)cc1	2.3	3.0	-9.0	6.8	0.7	13.4	0.8	0.1	-3.2	24.2*	-0.5
COC(=O)c1cc(OC)c(OC)cc1NC(=S)N1CCCC(CO)C1 (stereo not given)	-1.3	-1.4	3.2	-0.7	1.1	5.6	0.9	-0.1	-0.4	0.2	-1.1
Nc1nc(NCc2ccccc2)nc(NCCO)c1[N+](=O)[O-]	-0.5	3.9	4.1	-3.4	0.9	14.0	0.2	-0.4	6.4	0.1	-1.5
COCc1cc(C)nc(Nc2ccc(C)c(C)c2)c1C#N	1.4	-2.9	1.8	2.3	-1.5	3.5	-0.4	-0.4	0.6	-0.4	-0.5
CC(=O)Nc1ccccc1NS(=O)(=O)c1ccccc1[N+](=O)[O-]	0.9	-2.5	3.3	-1.7	-3.6	-1.0	-1.0	-0.6	-1.0	-0.8	-0.2
Cn1nc(-c2ccccc2)c(-c2nc(-c3cccc(Cl)c3)no2)c1Cl	-1.1	-5.4	-8.6	0.6	-0.5	-1.2	-0.1	0.2	-2.0	-0.9	-1.1
COc1ccc(OC)c2nc(-c3cccnc3)ccc12	1.9	-1.3	4.1	3.7	-1.3	6.4	1.6	0.1	1.5	-0.7	-0.7
CCOC(=O)/C=C/C(=O)NNC(=O)c1ccccc1Cl	-0.6	1.7	1.4	2.1	0.2	1.9	0.2	0.0	1.9	0.8	-0.1
O=C(COC(=O)/C=C/c1ccccc1[N+](=O)[O-])Nc1ccc(OC(F)F)cc1	0.1	-1.7	0.0	-2.5	-4.4	1.9	-0.3	-0.2	1.1	-0.7	-0.8

No new results follow: 2 of the compounds above.
SMILES	hcDAF12 agonist	GC-A act	NPR2 activator	hgDAF-12 ag	SMARCA2 act	sPLA2-III inh	DAX1 inh-1	DAX1 inh-2	FXN GAA850 act	proKLK7 act	ssDAF-12 act
CCOC(=O)/C=C/C(=O)NNC(=O)c1ccccc1Cl	-0.6	1.7	1.4	2.1	0.2	1.9	0.2	0.0	1.9	0.8	-0.1
O=C(COC(=O)/C=C/c1ccccc1[N+](=O)[O-])Nc1ccc(OC(F)F)cc1	0.1	-1.7	0.0	-2.5	-4.4	1.9	-0.3	-0.2	1.1	-0.7	-0.8

The listing continues.
SMILES	hcDAF12 agonist	GC-A act	NPR2 activator	hgDAF-12 ag	SMARCA2 act	sPLA2-III inh	DAX1 inh-1	DAX1 inh-2	FXN GAA850 act	proKLK7 act	ssDAF-12 act
COc1ccc(COC(=O)N/N=C(\C)CC(=O)NCc2ccc(Cl)cc2)cc1	-3.0	-1.5	-3.1	-0.5	-1.1	-5.6	-1.0	-1.0	-0.1	0.4	-1.0
O=C(Nc1cc2c3c(c1)CC(=O)N3CCC2)C1CC1	-0.1	-0.2	-4.0	-2.9	-4.1	4.5	-0.9	0.1	0.9	0.2	-1.6
Cc1cc(=O)n2nc(N3CCC(C(=O)N4CCN(c5ccccc5)CC4)CC3)sc2n1	-3.1	-1.7	0.9	-2.4	-0.8	-6.1	-0.6	-0.3	-2.0	-0.4	-1.2
COc1cc(NC(=O)C2CC(=O)NC3=C2C(=O)CCC3)c(OC)cc1Cl (stereo not given)	-1.7	1.1	1.2	0.3	-1.0	-5.6	1.0	-0.1	0.1	-1.0	-1.4
CCOc1ccccc1-c1nc2c([nH]1)c(=O)n(C)c(=O)n2C	2.3	12.9	7.1	-0.8	-4.5	6.1	0.6	-0.4	2.4	0.8	-0.8
Cc1c(Cl)cccc1NC(=O)CNC(=O)C1CC(=O)N(CCc2ccccc2)C1 (stereo not given)	-1.3	0.1	3.5	-0.3	-3.3	6.5	-0.5	-0.5	-0.5	-0.7	-1.5
Cc1ccc(NC(=O)c2cc(N(C)C)ccc2[P+](=O)O)cc1	5.7*	-0.7	-1.7	11.0*	5.1	7.7	1.2	3.7*	2.4	-0.2	-0.5
COc1cc(NC(=O)C2CC(c3cccc(OC)c3OC)=NO2)cc(OC)c1OC (stereo not given)	-1.7	-2.8	-5.5	-6.4	-4.3	-2.7	-1.5	-1.4	-0.8	-0.4	-1.7
CC(=O)c1ccc(NC(=O)COC(=O)c2ccc(F)cc2F)cc1	-1.4	0.4	1.7	4.3	-1.8	2.1	1.3	0.1	-1.1	-0.1	-0.8
Cn1c(N)c(C(=O)COC(=O)c2cncc(Br)c2)c(=O)n(C)c1=O	0.3	7.6	1.2	-1.2	2.1	1.8	0.4	0.8	-0.1	-0.2	-1.9
Nc1c(C(=O)Nc2ccc3c(c2)OCCO3)nnn1Cc1cccc(F)c1	0.1	2.2	-3.4	6.9	4.0	-1.6	1.9	7.7*	0.9	-5.5	-0.8
Cc1ccc(S(=O)(=O)N2CCN(CC(=O)N/N=C/c3ccco3)CC2)cc1	-0.6	-1.3	2.0	-0.3	-1.8	8.2	-0.8	-0.6	0.0	0.2	-2.0
COCCCN(C(=S)Nc1c(C)cc(C)cc1C)C(C)c1ccccn1 (stereo not given)	0.8	-5.7	-2.3	-1.4	0.1	5.1	3.2	0.3	-1.5	-0.3	-1.6
O=C(NC1CC1)C1CCN(C2CCN(C(=O)/C=C/c3cccs3)CC2)CC1	0.6	-1.6	1.7	0.0	0.2	0.0	-0.7	-0.2	1.1	-1.3	-1.2
CCCCN(CC)CCCNC(=O)c1cc2cc3ccc(OC)cc3nc2o1	-1.6	0.8	-2.9	1.1	-1.5	0.6	0.5	0.2	-2.5	62.7*	-0.5
O=C(COC(=O)c1cc(S(=O)(=O)N2CCCCC2)ccc1N1CCOCC1)c1ccc(F)cc1	0.8	1.0	6.6	-1.2	-0.9	2.5	0.8	-0.3	2.3	0.5	-1.1
CC(C)(c1ccccc1)c1ccc(OCC(O)CN2CCCC2)cc1 (stereo not given)	0.0	-8.8	-1.6	2.1	-1.3	2.7	-0.8	-0.1	1.8	-0.3	-0.2
Cc1ccc(C)c(OCC(=O)NCCN(C)C)c1	-0.9	3.5	1.0	1.2	-0.5	1.9	0.4	-0.5	1.5	-0.3	-1.2
O=C(CN(CCc1ccccc1)S(=O)(=O)c1ccc(Cl)cc1)N/N=C/c1ccccc1C(=O)O	-2.4	-1.4	-1.6	0.3	-4.9	-5.0	1.2	-0.3	2.3	0.5	-1.8
CC(C)(O)CCCC(C)(O)c1ccc(C(=O)O)cc1O (stereo not given)	-2.7	4.3	5.4	-1.6	0.0	-5.3	1.5	0.1	-0.5	-1.1	-0.7
COc1ccc(-c2nn(-c3ccccc3)cc2/C=N/NC(N)=S)cc1OC	-0.5	-8.6	-6.6	1.6	1.3	-3.5	-2.3	-2.3	-3.9	-1.4	-1.2
CC1C(c2ccccc2)=[N+]([O-])C2(CCCCC2)N1O (stereo not given)	0.9	5.1	1.1	3.0	0.1	-1.3	0.2	0.2	3.8	-0.2	-0.8
COc1ccc(N(CC(=O)Nc2cc(Cl)ccc2C)S(=O)(=O)c2c(C)noc2C)cc1	-1.1	-6.5	3.4	0.8	-0.5	0.4	1.8	-0.4	-0.9	-0.3	-0.8
COc1cc(CCC(=O)Nc2cc(C)cc(C)c2)cc(OC)c1OC	-1.1	-0.2	-7.8	4.3	1.1	2.8	1.4	-0.6	1.0	0.1	-2.3
O=C(COC(=O)c1cccs1)NC12CC3CC(CC(C3)C1)C2	-0.8	2.0	-3.0	-3.1	-0.4	-5.8	-1.7	-0.7	0.7	0.3	-1.2
Brc1ccc2nc(-c3ccccc3)c(Cc3ccsc3)n2c1	0.6	-0.9	-5.1	6.7	4.6	0.1	/	3.1	/	-0.4	0.1
COc1ccc2oc(C(=O)OCC(=O)c3ccc4c(c3)OCCO4)c(C)c2c1	-2.2	0.0	-1.5	-1.8	0.6	0.6	0.0	-0.5	-1.3	0.2	-1.3
Cn1nc(C(=O)Nc2ccc3c(c2)OCCO3)c2ccccc2c1=O	-0.6	-2.5	-7.4	-1.3	0.2	-2.9	0.4	1.1	-0.6	0.7	-1.4
COc1cc2cc(C(=O)NCCc3ccccc3)[nH]c2cc1OC	-1.0	-1.3	1.4	2.0	-2.0	1.7	-1.5	0.0	0.2	4.5	-1.4
NS(=O)(=O)c1ccc(NC(=O)Cn2ncc3c2-c2ccccc2OC3)cc1	2.4	-1.2	-3.8	-2.9	-4.6	-4.1	-0.5	-1.1	0.4	0.0	-0.8
